Compound activity (PubChem)
RXFP1 antag: qHTS Assay for Antagonists of the Relaxin Receptor RXFP1 | Relaxin receptor 1 (Homo sapiens), Q9HBX9 | HEK293-RXFP1, relaxin-stimulated cAMP HTRF, 30 min; hits give low values | activity change, negative = inhibition, % at 57.5 µM | 350,000 compounds, 0.59% hits | AID 1259400, 2018;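 active = activity change of -60% or lower, but not beyond a set lower limit; inconclusive = change between -60% and -40%, or beyond the set limit; inactive = change above -40%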; also: % is scaled to controls: 0 for no effect and ±100 for the full control effect
TRHR enhancer: qHTS for Small Molecule Agonists and Allosteric Enhancers of Human TRH Receptor: Primary Screen for Enhancers | Thyrotropin-releasing hormone receptor (Homo sapiens), P34981 | TRHR cells, fluo-8 calcium fluorescence, EC20 TRH enhancement | enhancement, % at 2 µM | 360,000 compounds, 0.66% hits | AID 493056, 2011; in the data active = enhancement above about 30%; also: 0% is about no effect
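TRHR-expressing cells loaded with fluo-8 calcium dye were read kinetically (ex 480/em 530) during compound addition, then stimulated with an EC20 of TRH (10 nM final). Enhancement of the Gq-mediated intracellular calcium response was scored.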
D1 PAM: Potentiators of Human D1 Dopamine Receptor: qHTS | D(1A) dopamine receptor (Homo sapiens), P21728 | HEK293 TREx D1 cells, calcium flux, dopamine EC20 potentiation | potentiation, % at 10 µM | 360,000 compounds, 0.036% hits | AID 504651, 2011; in the data active = potentiation above about 30%; also: 0% is about no effect
Target sequence (P21728 whole entry, looked up): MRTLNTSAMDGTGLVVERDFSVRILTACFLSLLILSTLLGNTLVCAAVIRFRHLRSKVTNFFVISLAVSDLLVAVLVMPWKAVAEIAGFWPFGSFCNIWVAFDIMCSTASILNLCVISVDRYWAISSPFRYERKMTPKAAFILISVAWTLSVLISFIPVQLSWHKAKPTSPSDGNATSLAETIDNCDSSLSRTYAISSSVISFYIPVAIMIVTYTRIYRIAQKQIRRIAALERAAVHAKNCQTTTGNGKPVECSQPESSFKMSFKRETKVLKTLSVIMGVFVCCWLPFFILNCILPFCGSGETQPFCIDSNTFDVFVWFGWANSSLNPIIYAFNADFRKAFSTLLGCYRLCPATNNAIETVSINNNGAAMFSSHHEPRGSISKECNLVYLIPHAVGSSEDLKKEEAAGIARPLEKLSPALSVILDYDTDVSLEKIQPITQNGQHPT
TRHR agonist: qHTS for Small Molecule Agonists and Allosteric Enhancers of Human TRH Receptor: Primary Screen for Agonists | Thyrotropin-releasing hormone receptor (Homo sapiens), P34981 | TRHR cells, calcium flux fluo-8, FDSS agonist mode | activation, % at 2 µM | 360,000 compounds, 0.18% hits; in the data active = activation above about 30%; also: 0% is about no effect
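Agonist-mode FDSS calcium read (Ex 480/Em 530, 1 s cycles) in 1536-well TRHR cells with fluo-8 dye, after 10-cycle baseline and 23 nL compound addition; TRH at EC20 (10 nM final) added afterwards for the enhancer phase.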
Anesthetic bind: qHTS Assay for Identification of Novel General Anesthetics. Ferritin light chain (Equus caballus), P02791. apoferritin/1-aminoanthracene competitive binding, fluorescence. Potency, µM (top dose mostly 77.5 µM), inactives show at the highest dose activity change, negative = displacement, actives largely listed as inhibitors. 350,000 compounds, 0.074% hits. AID 485281, 2010; also: potency is read from the fitted curve at half-maximal effect; % is scaled to controls: 0 for no effect and ±100 for the full control effect; nearly all actives have a fitted effect of over 20% in size
Target sequence (P02791 2-175 limits assumed): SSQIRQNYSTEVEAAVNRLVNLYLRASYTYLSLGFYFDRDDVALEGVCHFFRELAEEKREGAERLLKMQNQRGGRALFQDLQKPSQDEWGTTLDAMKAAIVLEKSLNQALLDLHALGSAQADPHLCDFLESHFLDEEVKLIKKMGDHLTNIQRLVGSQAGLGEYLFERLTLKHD
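Steps: apoferritin (10 uM) was premixed with half-saturated 1-AMA in PBS, compounds were pin-transferred, plates stood 10 min at room temperature, fluorescence was read at 380/535 nm, and curves were fitted with a Hill equation.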
D2 potentiator: HTS Assay for Positive Allosteric Modulators of the Human D2 Dopamine Receptor: Primary Screen for Potentiators; D(2) dopamine receptor (Homo sapiens), P14416; HEK293 T-REx D2, calcium flux, EC20 dopamine potentiation; potentiation, % at 10 µM; 340,000 compounds, 0.34% hits; AID 485347, 2010;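 active = potentiation over 3 SD above the plate norm, cut at about 30% in these data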; also: 0% is about no effect
Target sequence (P14416 whole entry, looked up): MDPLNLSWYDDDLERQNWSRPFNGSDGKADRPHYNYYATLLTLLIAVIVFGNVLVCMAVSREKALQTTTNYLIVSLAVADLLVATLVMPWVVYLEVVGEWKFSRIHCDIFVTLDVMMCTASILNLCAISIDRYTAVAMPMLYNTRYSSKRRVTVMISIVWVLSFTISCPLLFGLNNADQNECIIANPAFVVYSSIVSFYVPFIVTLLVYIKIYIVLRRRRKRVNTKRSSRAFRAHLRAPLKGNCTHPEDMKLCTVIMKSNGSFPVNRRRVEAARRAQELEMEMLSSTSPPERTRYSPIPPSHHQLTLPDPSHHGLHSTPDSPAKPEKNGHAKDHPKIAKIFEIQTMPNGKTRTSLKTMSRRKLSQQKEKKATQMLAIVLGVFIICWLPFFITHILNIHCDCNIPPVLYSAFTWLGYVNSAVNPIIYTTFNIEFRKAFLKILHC
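Calcium flux readout, no-wash dye, 1 read/s. Inducible HEK293 Trex D2 line, overnight 30 C. Compound alone 180 s (agonist flags), then EC20 dopamine, another 180 s to score potentiation.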
D1 ag: Allosteric Agonists of the Human D1 Dopamine Receptor: qHTS | D(1A) dopamine receptor (Homo sapiens), P21728 | activation, % at 2 µM | HEK293 T-REx D1 cells, calcium flux, agonist mode | 360,000 compounds, 1% hits; in the data active = activation above about 30%; also: 0% is about no effect
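Agonism was scored from calcium flux recorded over 180 s (1 read/s) after pintool compound addition, following a 10-cycle baseline. Cells were inducible force-coupled HEK293 TREx D1, plated overnight at 30 C and loaded with no-wash calcium dye.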
D1 antag: Antagonist of Human D 1 Dopamine Receptor: qHTS; HEK293 TREx D1 cells, calcium flux, dopamine EC80; hits give low values; activity change, negative = inhibition, % at 10 µM; 360,000 compounds, 3.2% hits; AID 504652, 2011; in the data active = activity change below about -30%; also: % is scaled to controls: 0 for no effect and ±100 for the full control effect
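Calcium flux readout: force-coupled, inducible Hek293 Trex D1 line, cells induced overnight at 30 C with tetracycline, dye-loaded 30–90 min at RT. Antagonism scored against EC80 dopamine challenge given 180 s after compound.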
RXFP1 agonist: qHTS Assay for Agonists of the Relaxin Receptor RXFP1. 370,000 compounds, 0.3% hits. HEK293T-RXFP1 cAMP TR-FRET, 30 min; response scale: percent of porcine relaxin response, buffer zero. AID 2676, 2010. Potency, µM (top dose mostly 57.5 µM), inactives show top-dose activation, usual class: activators; also: potency is read from the fitted curve at half-maximal effect; % is scaled to controls: 0 for no effect and ±100 for the full control effect; nearly all actives have a fitted effect of over 60% in size; many of its hits are not listed in these tables
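Agonist response is measured as cAMP accumulation in an RXFP1-transfected HEK293T line under PDE4 inhibition. Values are scaled between buffer-only and 29 nM porcine relaxin, and EC50s come from standard Hill equation fits.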
Starred values were filed as active, the others as inactive; ? = inconclusive; . = not tested or not shown; [ ] = dose if it differs, or a comment. Unless noted, calls follow the shape of the dose curve; as a rule, active = well fitted curve in the direction sought with a large enough effect; inconclusive = small, poorly fitted or top-dose-only effect, or another doubt; inactive = no such curve, though single readings can be large; an effect the other way counts as inactive or inconclusive.

RXFP1 antag,TRHR enhancer,D1 PAM,TRHR agonist,Anesthetic bind,D2 potentiator,SMILES,D1 ag,D1 antag,RXFP1 agonist
.,-4,-7,0.2,1%,13,CCCCC(NS(=O)(=O)c1ccc(C)cc1)C(=O)Oc1ccc2c3c(c(=O)oc2c1)CCC3 (stereo not drawn),4,2,2.9%
1,18,-5,0.2,-14%,11,CN(C)c1ccc(C(C#N)c2ccc(Cl)cc2)nn1 (stereo not drawn),3,2,2.1%
5,-4,-3,0.1,.,3,O=C(COC(=O)c1ccc(F)cc1Cl)NC1CCS(=O)(=O)C1 (stereo not drawn),2,-17,0.9%
-19,1,2,0.6,-5%,7,O=c1c(N2CCc3ccccc3C2)csc2ccc(Br)cc12,6,11,2.8%
-6,0,.,0.2,.,4,COc1cc(/C=C/C(=O)OCC(=O)c2ccc3c(c2)NC(=O)CO3)ccc1OC(F)F,5,-9,-0.1%
-7,-10,0,-1.6,-13%,-8,CC1(C)Cc2nc3sc4c(SCC(=O)NCc5ccco5)ncnc4c3cc2CO1,1,-12,12%
6,2,2,-0.5,-10%,2,Cc1ccc(OCCSc2nc3ncnc(N)c3[nH]2)cc1,-1,-8,3.5%
11,2,0,0.0,-3%,2,O=C(Cc1ccc(F)cc1)N(c1ccccc1)C1C=CS(=O)(=O)C1 (stereo not drawn),-1,-10,-1.8%
-8,0,-4,0.0,3%,6,O=C(O)c1ccccc1C(=O)Nc1ccc(Oc2ccccc2)cc1,3,1,0.0%
-14,-7,-3,-0.3,.,7,CCCN(CC(=O)Nc1ccccc1C)C(=O)COC(=O)CSc1ccc([N+](=O)[O-])cc1,9,-20,0.1%

Only TRHR agonist, RXFP1 agonist and RXFP1 antag, for some of the entries so far:
Compound	TRHR agonist	RXFP1 agonist	RXFP1 antag
CCCCC(NS(=O)(=O)c1ccc(C)cc1)C(=O)Oc1ccc2c3c(c(=O)oc2c1)CCC3 (stereo not drawn)	0.2	2.9%	.
O=C(Cc1ccc(F)cc1)N(c1ccccc1)C1C=CS(=O)(=O)C1 (stereo not drawn)	0.0	-1.8%	11
O=C(O)c1ccccc1C(=O)Nc1ccc(Oc2ccccc2)cc1	0.0	0.0%	-8
CC1(C)Cc2nc3sc4c(SCC(=O)NCc5ccco5)ncnc4c3cc2CO1	-1.6	12%	-7

Next section
RXFP1 antag,TRHR enhancer,D1 PAM,TRHR agonist,Anesthetic bind,D2 potentiator,SMILES,D1 ag,D1 antag,RXFP1 agonist
-7,-2,-1,0.1,9%,23,Cn1c(=N)c(S(=O)(=O)c2ccccc2)cc2c(=O)n3ccccc3nc21,-3,-22,3.8%
-3,-5,4,0.9,-6%,-27,O=C(CCN1CCN(c2ccccc2)CC1)Nc1ccc2c(c1)OCO2,1,-2,-1.4%
-7,17,4,1.4,4%,-15,COc1ccc(Cl)cc1NC(=S)NCc1ccc(S(N)(=O)=O)cc1,2,-15,0.4%
.,-2,-5,0.7,-2%,1,CCOc1ccccc1CNS(=O)(=O)c1ccc(-c2coc(C)n2)cc1,10,-4,1.4%
-28,-1,-5,0.7,.,-4,CC(C)(C)c1ccc(OCCC(=O)OCC(=O)N2c3ccccc3NC(=O)C2(C)C)cc1,6,-21,1.4%
3,11,0,-0.4,-4%,.,Cc1ccc(NC(=O)c2c(O)c3ccccc3n(C)c2=O)nc1,3,2,0.7%
-2,15,2,-0.8,-4%,-1,Brc1ccccc1-c1nnc(COc2ncnc3c2cnn3-c2ccccc2)o1,10,-2,-0.7%
-20,-11,-4,-0.9,0%,0,COc1ccc(/C=C/C(=O)N(CC(C)C)CC(C)C)cc1Br,8,8,3.6%
-26,-1,-7,0.3,-6%,7,COc1cc(CSC)nc(-c2ccccc2)n1,0,-10,-0.9%
8,-1,10,-1.4,-12%,0,O=C(Cn1c(=O)c2cccn2c2ccccc21)NCc1cccc(F)c1,8,4,1.6%
.,4,2,-0.2,-5%,5,O=C(CSc1nc(=O)n(Cc2ccncc2)c2c1CCC2)Nc1cccc(F)c1,-2,.,7.5%
11,4,-1,-0.4,12%,8,CC1=C(C(=O)N2CCOCC2)C(c2cccc3ccccc23)NC(=S)N1 (stereo not drawn),4,4,0.9%
-4,-7,-4,-0.6,?,-7,O=C1/C(=C/c2cccc(F)c2)CSc2sccc21,0,-4,2.9%
-2,-2,-3,0.2,-11%,-6,COCCNC(=O)C(c1ccc(Cl)cc1)N(C(=O)CCC(=O)Nc1ccccn1)C1CCCC1 (stereo not drawn),1,15,0.9%
2,-4,-11,0.0,-7%,0,O=C(Cn1cnc2ccccc21)c1ccc(Cl)cc1,9,-1,-1.5%
10,3,-9,0.5,-12%,15,COc1cccc(C(=O)NCCNC(=O)c2cnccn2)c1,2,3,3.2%
7,-5,-8,0.2,-15%,2,COc1cc(/C=N/NC(=O)c2ccc(CN3c4cccc5cccc(c45)S3(=O)=O)cc2)cc(OC)c1O,3,-29,0.3%
.,7,-2,1.3,-21%,10,COc1ccc(-n2c(=O)c3ccc(C(=O)NCc4ccc(C)cc4)cc3n(CC(=O)Nc3cccc(F)c3)c2=O)cc1,8,28,32µM*
-18,0,1,-0.3,-14%,-8,Cc1ccc(NC(=O)CSc2nnc(Cc3ccccc3)o2)c(C)c1,1,-3,-1.6%
6,-9,3,-1.9,-4%,6,O=C(O)c1cccc(N2C(=O)c3cccc(Oc4ccc(Cl)cc4)c3C2=O)c1,2,-12,1.1%
7,-8,-8,0.1,?,2,C/C(=N/NS(=O)(=O)c1ccc(C)cc1C)c1c[nH]c2ccccc12,6,-11,-0.2%
8,-1,0,0.6,7%,7,O=C(NNS(=O)(=O)c1ccccc1)c1cccnc1,2,14,0.6%
0,-1,6,0.6,-2%,-14,CCn1ccnc1CN(C)C(=O)C1CCC(=O)N(CCc2cccc(F)c2)C1 (stereo not drawn),5,-7,1.0%
.,-2,1,-0.1,7%,.,CC(C)(C)C(=O)/C(=C\c1ccc([N+](=O)[O-])cc1)n1cncn1,0,-15,-3.7%
.,9,-4,1.3,.,15,CCc1cc(Cn2nc(-c3ccccc3)cc2C(=O)NCc2ccccc2OC)on1,14,-28,1.6%
-24,0,10,2.0,-20%,3,Cc1ccc(COc2ccc(/C=N/NC(=O)CN3CCCCC3)cc2)cc1,17,-10,1.5%
3,0,-2,0.4,-2%,14,COc1ccc(C(=O)NNC2=NCCCCC2)cc1,2,5,-1.6%
-3,0,3,-0.3,-8%,10,COc1ccc(C(=O)NC2CCN(S(=O)(=O)c3ccc(F)cc3)CC2)cc1,1,-3,0.9%
-3,-2,0,0.3,-1%,12,O=C(CSc1nnc(COc2ccccc2)o1)Nc1nccs1,-2,25,2.9%
3,14,-3,-0.5,-3%,7,CCOC(=O)C(=O)N=Nc1c(O)n(C)c2ccccc12,-1,-5,5.0%
.,-8,-2,-0.1,-11%,.,NC(=O)CC(NC(=O)c1ccccc1)c1ccc(NC2CCCCC2)c([N+](=O)[O-])c1 (stereo not drawn),2,-10,0.0%
-12,5,2,0.2,-1%,-2,CCC(=O)C1=C(c2ccc(C)cc2)N(C(=O)CC)n2c(nnc2C2CCCCC2)S1,-2,.,3.4%
7,-2,3,0.9,151%[activator],-10,Cc1nc2cc3ccccc3cc2c(=O)[nH]1,0,-24,5.7%
-8,4,5,-0.5,6%,-6,COc1ccc2nc(C)cc(SCC(=O)Nc3c(C)cccc3C)c2c1,1,9,0.7%
-3,15,-6,-0.7,-4%,6,CC(C)Cn1c(=O)c(C(=O)Nc2ccccc2S(N)(=O)=O)c(O)c2ccccc21,-1,11,1.9%
-5,-5,-13,-0.3,-15%,3,CCOc1ccc(C2c3[nH]c4ccccc4c3C[C@H]3C(=O)N(C4CCN(Cc5ccccc5)CC4)CC(=O)N23)cc1OC (stereo partly drawn),3,16,-1.5%
-3,-1,0,-0.1,-3%,-6,CCCC(c1nnnn1Cc1ccc2c(c1)OCO2)N1CCC(C(N)=O)CC1 (stereo not drawn),1,-1,-2.1%
-10,3,7,-0.2,-20%,6,Cc1cc(C)n(C(=O)c2cc(F)c(F)cc2C)n1,1,4,2.0%
-21,18,-3,-0.5,44%[activator],6,Cc1nc(Nc2ccc(Cl)cc2)c2oc3ccccc3c2n1,0,8,8.0%
-23,0,-2,0.2,-10%,-6,CC1=C(c2ccc(C)cc2)S(=O)(=O)NC1=NCCCN1CCN(c2ccc(F)cc2)CC1,4,7,5.3%
6,-2,6,-0.2,-10%,-14,CCN(CCCNC(=O)CCC(=O)N1CCOc2ccccc21)Cc1ccccc1,0,4,2.0%
.,-2,-1,0.0,-2%,22,Cc1sc2ncn(CC(=O)N3CCN(c4ccc(Cl)cc4)CC3)c(=O)c2c1S(=O)(=O)N1CCN(c2ncccn2)CC1,2,0,1.6%
-27,2,-4,1.3,-6%,-3,CC(=O)NC1=NC(=O)CS1,1,4,-2.3%
-8,-6,0,-0.1,0%,1,Cc1ccc(-c2nn(CC(=O)NCc3ccco3)c(=O)c3ccccc23)cc1,2,1,-1.3%
-4,1,3,-1.1,-3%,-26,COc1ccccc1NC(=O)C1CCCN(c2ncnc3c2nc2n3CCCCC2)C1 (stereo not drawn),1,-15,3.2%
7,6,-10,-0.5,-18%,.,C=CCNC(=O)C1CC(=O)N(c2ccc(OCC(=O)Nc3ccc(CC)cc3)cc2)C1 (stereo not drawn),3,-9,1.1%
1,-8,-6,-0.1,-2%,-8,Cc1ccc(C)c(OCCNc2ccc([N+](=O)[O-])cn2)c1,2,-17,-0.5%
-11,8,-5,-0.9,-13%,11,CN1CCN(Cc2nc(N)nc(Nc3ccc4c(c3)OCCO4)n2)CC1,0,12,-1.0%

RXFP1 agonist, hit marks shown above.
RXFP1 antag,TRHR enhancer,D1 PAM,TRHR agonist,Anesthetic bind,D2 potentiator,SMILES,D1 ag,D1 antag,RXFP1 agonist
.,7,-2,1.3,-21%,10,COc1ccc(-n2c(=O)c3ccc(C(=O)NCc4ccc(C)cc4)cc3n(CC(=O)Nc3cccc(F)c3)c2=O)cc1,8,28,32µM*

This is a subset, so the mix of outcomes need not match the whole.
